Compound activity: PubChem, several laboratories
Rin1 Abl inh: human Rin1-Abl interaction inhibition; P00519+Q13671; TR-FRET Rin1/Abl binding, biochemical; inhibition, % at 7.35 µM; 360,000 tested, 0.4% active; AID 588664; in the data active means inhibition above about 5%, passing the limit was not always enough
Rpn11 block: inhibitors of human proteasome Rpn11. O00487. human 26S proteasome, Ub4-pepOG fluorescence polarization; 20S core pre-blocked with epoxomicin. calls only at 20 µM. 360,000 tested, 0.59% active. AID 588493;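 active means inhibition at 20 µM, scaled to each plate's controls, above about 33%, limit read from the data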
Target sequence (O00487 whole entry, looked up): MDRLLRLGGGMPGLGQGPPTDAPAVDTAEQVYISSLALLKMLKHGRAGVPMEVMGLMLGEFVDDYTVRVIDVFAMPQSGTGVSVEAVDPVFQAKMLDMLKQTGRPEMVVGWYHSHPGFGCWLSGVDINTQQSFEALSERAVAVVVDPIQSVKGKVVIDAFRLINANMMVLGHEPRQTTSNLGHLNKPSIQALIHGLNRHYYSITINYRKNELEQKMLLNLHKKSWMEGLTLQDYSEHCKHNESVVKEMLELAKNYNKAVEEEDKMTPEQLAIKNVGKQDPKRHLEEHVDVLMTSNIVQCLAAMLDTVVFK
DNMT1 inh: inhibitors of human DNMT1. inhibition (reported as % activation of signal), % at 10 µM. P26358. 360,000 tested, 0.83% active. DNMT1 molecular beacon, Hinp1I cleavage, fluorescence. AID 588458; in the data active means inhibition above about 50%
NadD block: NadD (S. aureus) enzyme inhibition. purified NadD enzyme, colorimetric absorbance read-out. inhibition, % at 20 µM. 360,000 tested, 0.78% active. AID 602399; in the data active means inhibition above about 26%; further: some compounds past the cut are filed as inactive
Scp1 inh: Scp-1 (human) phosphatase inhibition | Q9GZU7 | Recombinant Scp1, phosphopeptide, malachite green phosphate absorbance | inhibition, % at 20 µM | 340,000 tested, 0.88% active | AID 493091;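 active means inhibition above about 50% at 20 µM, limit read from the data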;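 further: plate controls were DMSO wells with enzyme for no effect and wells lacking enzyme for full effect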
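Test system – truncated SCP-1 phosphatase (76-261aa) · Reagent – Phosphorylated 17-residue peptide substrate · Incubation – 45 min room-temperature reaction, 5 min colour, 30 min stabiliser · Detection – colorimetric phosphate reagent with accelerator and stabiliser, absorbance at 630 nm · Measure – % inhibition at 20 µM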
SUMO1 PPI mod: modulators of human SUMO1-mediated protein-protein interactions | inhibition, % at 20 µM | SUMO1 binding to a labelled peptide, TR-FRET, 1 h | AID 602429 | 360,000 tested, 0.33% active | P63165; in the data active means inhibition above about 37%
LMPTP inh: blocks human LMPTP phosphatase; recombinant LMPTP-A, OMFP fluorogenic substrate, fluorescence intensity; 360,000 tested, 0.22% active; inhibition, % at 20 µM; AID 651560;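 active means compounds that cut the enzyme signal by at least half of the control window in the single-dose screen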;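 further: plate controls were DMSO wells with enzyme plus substrate for no effect and substrate without enzyme for full effect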
Target sequence (P24666 whole entry, looked up): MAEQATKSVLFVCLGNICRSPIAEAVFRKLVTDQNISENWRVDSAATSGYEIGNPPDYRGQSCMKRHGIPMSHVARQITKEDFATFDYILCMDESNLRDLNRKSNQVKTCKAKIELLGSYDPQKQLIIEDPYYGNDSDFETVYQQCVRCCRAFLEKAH
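Test system: LMPTP-A phosphatase enzyme. Amount: LMPTP-A at 0.625 nM final in the reaction. Reagent: OMFP substrate, 400 µM final. Times: 50 min at room temperature. Signal: endpoint fluorescence intensity from OMFP dephosphorylation. Read-out basis: % inhibition. Benchmarks: no-enzyme and uninhibited controls.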
CSN inh: blocks human CSN-mediated cullin deneddylation; Q92905; inhibition, % at 12.5 µM; AID 651999; Purified CSN, SCF-Nedd8-OG deneddylation, fluorescence polarization; 360,000 tested, 0.38% active;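 active means pattern-corrected inhibition above about 35%, with an unprinted fluorescence ratio check between 0.5 and 1.5, limit read from the data, passing the limit was not always enough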;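 further: 0% = enzyme with substrate and 100% = substrate without enzyme; some results filed as inactive read as strong as hits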
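assay system = purified human Csn5 enzyme expressed in HEK293T cells | amount = 0.24 nM enzyme | buffer or medium = Tris/NaCl/DTT buffer, pH 7.5 | reagent = 10 nM SCFSkp2-Nedd8OG | compound = one concentration, 12.5 µM, 0.25% DMSO | times = 90 min reaction at room temperature | signal = FP | read-out basis = % inhibition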
Neddyl block: blocks human cullin neddylation. 360,000 tested, 0.58% active. AID 651699. P61081+Q13564. TR-FRET cullin neddylation, biochemical. calls only at 25 µM; in the data active means inhibition above about 36%
STEP inh: STEP (human) phosphatase inhibition; P54829; recombinant STEP, OMFP fluorogenic substrate, fluorescence; inhibition, % at 20 µM; 360,000 tested, 0.25% active; AID 588621;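 active means inhibition at 20 µM, scaled per plate between control wells, above about 37%, limit read from the data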;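 further: 0% = DMSO with enzyme and substrate and 100% = substrate only without enzyme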
Target sequence (P54829 whole entry, looked up): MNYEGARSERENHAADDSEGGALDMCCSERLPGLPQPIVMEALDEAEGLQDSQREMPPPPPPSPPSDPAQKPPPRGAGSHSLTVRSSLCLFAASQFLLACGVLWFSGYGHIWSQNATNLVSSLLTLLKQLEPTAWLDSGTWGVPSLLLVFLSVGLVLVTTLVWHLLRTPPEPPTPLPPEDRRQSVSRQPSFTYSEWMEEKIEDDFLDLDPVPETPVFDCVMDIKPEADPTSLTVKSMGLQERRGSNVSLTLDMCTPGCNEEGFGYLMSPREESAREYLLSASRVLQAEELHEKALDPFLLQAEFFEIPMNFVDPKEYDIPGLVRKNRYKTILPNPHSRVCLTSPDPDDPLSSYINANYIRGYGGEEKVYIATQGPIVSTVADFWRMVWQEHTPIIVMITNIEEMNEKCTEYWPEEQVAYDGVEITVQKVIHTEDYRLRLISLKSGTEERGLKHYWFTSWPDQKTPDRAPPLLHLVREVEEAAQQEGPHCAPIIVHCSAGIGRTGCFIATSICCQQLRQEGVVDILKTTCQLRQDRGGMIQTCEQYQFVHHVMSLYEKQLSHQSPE
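System: STEP phosphatase, cell-free reaction; Buffer or medium: Bis-Tris pH 6.0 buffer with DTT, detergent; Incubation: 20 min at room temperature, dark; Measured by: fluorescence, 480/540 nm.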
Starred values were filed as active, the others as inactive; i = inactive; · = not tested or not shown.

SMILES	Rin1 Abl inh	Rpn11 block	DNMT1 inh	NadD block	Scp1 inh	SUMO1 PPI mod	LMPTP inh	CSN inh	Neddyl block	STEP inh
CC(=O)N(CN1C(=O)c2ccccc2C1=O)c1ccc2c(c1)oc1ccccc12	0	i	79*	-5	-4	-11	0.0	-2	i	-1
O=Nc1c(O)n(Cc2cccc(C(F)(F)F)c2)c2ccccc12	3	i	0	-2	-10	-11	1.6	-6	i	1
COc1ccc(C(C(=O)NC2CCCC2)N(C(=O)c2ccco2)c2ccccc2C(C)=O)cc1OC (stereo not drawn)	1	i	1	-5	-2	7	-1.7	6	i	1
Cc1ccc(C(=O)Nc2ccc3c(c2)CCC3)cc1	-2	i	-2	-4	-14	2	0.0	3	i	1
Cc1ccc(NC(=O)C2CCN(S(=O)(=O)c3cccc(C(F)(F)F)c3)CC2)nc1	0	i	0	-4	0	1	1.1	-2	i	-1
O=C(NCCc1ccccc1)c1ncn[nH]1	3	i	3	3	-2	4	-0.4	3	i	-3
CCCCn1nnnc1C(c1ccccc1)N1CCN(c2ncccn2)CC1 (stereo not drawn)	·	·	·	2	·	3	-1.3	-1	i	·
CCCC(=O)N1CCN(c2ccc(NC(=O)c3sc4ccccc4c3Cl)cc2)CC1	1	i	-4	4	-3	0	2.3	3	i	-2
Cc1c(Cl)cnc(NC(=O)COC(=O)c2cccc(S(=O)(=O)N3c4ccccc4CC3C)c2)c1Cl (stereo not drawn)	-3	i	6	6	20	6	2.4	-3	i	3
COCCNC(=O)c1onc(CSc2ccccc2C)c1C(=O)O	0	i	5	-5	-2	7	-1.7	-5	i	0
Cc1ccnc(NC(=O)CC(NC(=O)c2ccccc2Cl)c2ccccc2)c1 (stereo not drawn)	1	i	6	0	-9	5	0.3	0	i	1
CCCCC(CC)CNC(=O)C(=O)C1C(=O)Nc2ccccc21 (stereo not drawn)	-1	i	3	5	-5	-3	2.1	-2	i	2
COc1ccc(/C=N\NC(=O)c2ccccc2Br)cc1COc1ccccc1	-2	i	-3	5	-5	4	2.9	0	i	-2
CC1CCN(S(=O)(=O)c2cccc(C(=O)N3CCN(c4ccc(F)cc4)CC3)c2)CC1	6	i	-1	-3	0	4	0.0	1	i	2
COc1ccc(C2(O)CCN(CC(=O)Nc3nccs3)CC2)c(OC)c1	5	i	2	-1	-3	0	-0.5	0	i	0

DNMT1 inh: entries above that show a hit
SMILES	Rin1 Abl inh	Rpn11 block	DNMT1 inh	NadD block	Scp1 inh	SUMO1 PPI mod	LMPTP inh	CSN inh	Neddyl block	STEP inh
CC(=O)N(CN1C(=O)c2ccccc2C1=O)c1ccc2c(c1)oc1ccccc12	0	i	79*	-5	-4	-11	0.0	-2	i	-1

Two entries from above, bar-delimited:
smiles | Rin1 Abl inh | Rpn11 block | DNMT1 inh | NadD block | Scp1 inh | SUMO1 PPI mod | LMPTP inh | CSN inh | Neddyl block | STEP inh
CC1CCN(S(=O)(=O)c2cccc(C(=O)N3CCN(c4ccc(F)cc4)CC3)c2)CC1 | 6 | i | -1 | -3 | 0 | 4 | 0.0 | 1 | i | 2
CCCCC(CC)CNC(=O)C(=O)C1C(=O)Nc2ccccc21 (stereo not drawn) | -1 | i | 3 | 5 | -5 | -3 | 2.1 | -2 | i | 2

Continuation.
SMILES	Rin1 Abl inh	Rpn11 block	DNMT1 inh	NadD block	Scp1 inh	SUMO1 PPI mod	LMPTP inh	CSN inh	Neddyl block	STEP inh
C=C1CCC[C@]2(C)C[C@H]3OC(=O)C(CNC(C)CC)[C@H]3CC12 (stereo partly drawn)	1	i	1	-10	2	0	1.0	1	i	-1
COc1ccc(NC(=O)CSc2nnc(NC(=O)c3ccco3)s2)cc1	-1	i	-2	2	2	4	0.8	-8	i	0
COc1cccc(S(=O)(=O)Nc2ccc(C(=O)N3CCN(C(=O)c4ccco4)CC3)cc2)c1	1	i	4	1	0	-3	-1.5	0	i	-2
COc1ccc(S(=O)(=O)N2CC(C(=O)O)Oc3ccc(CC(=O)O)cc32)cc1 (stereo not drawn)	2	i	3	-5	-6	0	-3.2	6	i	0
O=C(NCCCN1CCCC1=O)Nc1ccc(Cl)cc1	0	i	2	1	-6	0	0.1	-2	i	-2
Cc1cc(C(=O)CN2C(=O)NC3(CCCCC3)C2=O)c(C)n1-c1ccc2c(c1)OCO2	-3	i	-10	8	-9	3	-0.1	-7	i	19
O=C(c1oc(=O)c2ccccc2c1-c1ccccc1)N1CCOCC1	-1	i	0	2	-2	-2	0.2	0	i	-1
O=C(Cc1ccccc1)Nc1ccccc1Sc1ccccc1	-3	i	4	-5	-13	-1	2.3	2	i	3
COc1cccc(C2/C(=C(/O)c3ccc(C)cc3)C(=O)C(=O)N2Cc2ccco2)c1 (stereo not drawn)	-5	i	1	11	-8	-6	6.1	-6	i	1
Nc1nnnn1/N=C/c1ccccc1O	0	i	-2	-12	-9	-13	-1.0	4	i	-1
CN(C1=NS(=O)(=O)c2ccccc21)c1ccc(OC(=O)c2ccncc2)cc1	-1	i	0	-4	-3	-5	-0.2	3	i	-6
CCCC(C(=O)Nc1nccs1)c1ccccc1 (stereo not drawn)	1	i	0	0	-16	0	1.0	6	i	0
COC(=O)[C@]12CCCCC=C1N(Cc1ccc3c(c1)OCO3)C(=O)[C@H](CC(=O)NCc1cccc3ccccc13)C2	·	·	·	·	·	-2	2.9	-7	i	·
O=C(NC1CCN(C(=O)Nc2ccccc2Cl)CC1)c1cccc(F)c1	5	i	0	6	-1	2	0.2	2	i	1
COc1cc(/C=C/c2nc3ccccc3c(=O)[nH]2)cc(OC)c1OC	-1	i	1	-8	-10	-4	-0.7	-3	i	1

Ordered by value in Scp1 inh (ascending): three of the compounds above
| mol | Scp1 inh |
| --- | --- |
| O=C(Cc1ccccc1)Nc1ccccc1Sc1ccccc1 | -13 |
| COc1cccc(C2/C(=C(/O)c3ccc(C)cc3)C(=O)C(=O)N2Cc2ccco2)c1 (stereo not drawn) | -8 |
| CCCC(=O)N1CCN(c2ccc(NC(=O)c3sc4ccccc4c3Cl)cc2)CC1 | -3 |

Next section:
SMILES	Rin1 Abl inh	Rpn11 block	DNMT1 inh	NadD block	Scp1 inh	SUMO1 PPI mod	LMPTP inh	CSN inh	Neddyl block	STEP inh
Cc1c(C(=O)NCc2ccc(C(F)(F)F)cc2)sc(=O)n1Cc1ccc(S(=O)(=O)N(C)C)cc1	-3	i	2	-1	·	6	1.1	2	i	-1
CCOC(=O)C1=CCN(S(=O)(=O)c2ccc(C)cc2)C1c1cccc(F)c1 (stereo not drawn)	1	i	-1	-13	·	4	0.4	-9	i	0
COc1ccc(S(=O)(=O)NCC2CCC(C(=O)O)CC2)cc1 (stereo not drawn)	0	i	0	-2	-1	1	-2.7	-2	i	-2
O=[N+]([O-])c1c(NCCCO)cc(SCc2ccco2)c2nonc12	-6	i	-9	1	0	17	1.6	40	i	0
CC(=O)c1cccc(NC(=O)CCc2nnc3ccc(N4CCOCC4)nn23)c1	2	i	-1	3	-5	-2	-1.5	-3	i	1
COc1ccc(C(=O)NCc2nnc(SCC(=O)N3CCCCC3)o2)cc1OC	0	i	7	-1	-3	0	-1.2	4	i	1
COc1ccc(OCc2nnc(SCC(=O)N(C)Cc3ccccc3)n2N)cc1	1	i	8	3	10	-5	3.5	3	i	6
CC1CCCN(c2sc(S(C)(=O)=O)nc2S(=O)(=O)c2ccc(Cl)cc2)C1 (stereo not drawn)	1	i	-3	-13	-9	5	0.7	-1	i	-1
COc1ccc(-c2cc3nc(NCc4ccc(NC(C)=O)cc4)n(C)c(=O)c3s2)cc1OC	-4	i	-7	-4	·	-7	5.5	-1	i	2
COC(=O)CCC(=O)OC1(C)C(=O)C=C2C=C(C3CC3)N(Cc3ccco3)C=C2C1=O (stereo not drawn)	1	i	-9	9	-8	-6	3.8	22	i	2
CCOC1=C2CN(S(=O)(=O)c3ccc(Cl)cc3)[C@H](c3ccccc3)C[C@@H]2N(S(=O)(=O)c2ccc(C)cc2)[C@H](c2ccccc2)C1	-3	i	13	12	·	4	0.9	-2	i	8
O=C(NN1CCOCC1)c1ccccc1NS(=O)(=O)c1ccc(F)cc1F	1	i	1	-5	-7	3	0.1	0	i	-4
C=CCCC(=O)N1CCCC(C(=O)c2cccc(OC)c2)C1 (stereo not drawn)	-2	i	0	-1	1	4	-1.0	0	i	-2
O=C(Cn1ccc2ccccc2c1=O)NCCC(=O)N1CCN(C2CCCCC2)CC1	2	i	1	4	-6	4	-0.1	4	i	-7
CC1(C)c2ccccc2N2CC(=O)N(CC(N)=O)C21C (stereo not drawn)	-2	·	1	-1	-4	-3	2.9	105	i	-8
CC(C)c1ccc(S(=O)(=O)N2CCN(C(=O)n3ccnc3)CC2)cc1	5	i	3	1	-10	4	-1.9	-1	i	1
Nc1nonc1C(=O)NCCNC(=O)c1ccc(Cl)c(Cl)c1	1	i	-2	-4	-3	20	-1.5	4	i	-1
CCN(c1ccccc1)S(=O)(=O)c1cc(C(=O)Nc2cccc(Cl)c2)ccc1F	-4	i	-10	-9	-16	0	4.6	-18	i	-2
CC(NC(=S)Nc1ccc(S(N)(=O)=O)cc1)c1ccc2c(c1)OCO2 (stereo not drawn)	1	i	-3	-1	-12	-4	-0.2	-12	i	-1
Cc1cc(C)n(C(=O)c2nn(C)c(C)c2[N+](=O)[O-])n1	0	i	4	0	-13	3	-0.9	-2	i	1
Cc1cnc(NC(=O)CSc2nnc(C)n2N)s1	-1	i	1	1	-6	-4	-0.2	0	i	0
O=C1NC2(CCCCC2)C(=O)N1CCS(=O)(=O)Oc1ccccc1	-3	i	-3	0	9	-2	-0.9	5	i	-1
Nc1[nH]c(C(=O)c2ccccc2)c(-c2ccccc2Cl)c1C(=O)c1ccccc1	·	·	·	-2	·	1	1.7	-1	i	·
CCC1C(=O)CC(c2ccc([N+](=O)[O-])cc2)NC1c1ccc([N+](=O)[O-])cc1 (stereo not drawn)	-3	i	-7	-7	-2	-12	0.3	6	i	-2
Clc1ccc(CSc2nnnn2-c2ccc3c(c2)OCO3)c(Cl)c1	1	i	-3	1	-22	0	3.0	-1	i	1
CNc1ncnc2c1ncn2[C@H]1CN(Cc2ccccc2)C[C@@H](CO)O1	0	i	3	1	·	-5	-1.6	-1	i	10
O=C(NCC1CCCO1)c1cc2n(n1)C(C(F)(F)F)CC(c1ccc(F)cc1)N2 (stereo not drawn)	2	i	1	-7	-2	4	-0.3	-3	i	1
O=C1CC(N2CCN(c3ccccc3)CC2)C(=O)N1c1ccc2c(c1)OCO2 (stereo not drawn)	3	i	-2	3	-4	-3	-0.4	6	i	2
Oc1ccc(Cl)cc1/C=N/c1nc2ccccc2[nH]1	2	i	-3	-4	-6	3	-0.3	-4	i	2
Cc1cccc(C)c1OCC(=O)Nc1ccc2c(c1)OCCO2	3	i	0	1	-2	1	1.7	-1	i	1
O=C(COC(=O)Cc1ccc(Br)cc1)Nc1c(F)c(F)c(F)c(F)c1F	-2	i	-5	2	-7	-1	1.1	0	i	0
